# High-throughput results deposited in PubChem BioAssay by National Center for Advancing Translational Sciences (NCATS).
# ATXN2 expr inh: reduces ATXN2 reporter expression in HEK-293 cells | HEK-293 ATXN2-luciferase reporter, luminescence, 24 h | Potency, µM (highest dose often 57 µM), for the others: at the highest dose activity change, negative = inhibition, hits mostly inhibitors | actives 0.72% (n = 360,000); also: potency is read from the fitted curve at half-maximal effect; % is scaled to controls: 0 for no effect and ±100 for the full control effect; nearly all actives have a fitted effect of over 55% in size
#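 ATXN2-luciferase reporter cells (luciferase flanked by upstream and downstream ATXN2 gene portions) were treated 24 h at 37 °C with compounds at up to 57 uM. SteadyGlo luminescence gave expression; GF-AFC fluorescence gave viability.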
# KB-3-1 tox: kills parental KB-3-1 adenocarcinoma cells | KB-3-1 viability, CellTiter-Glo ATP luminescence, 72 h | Potency, µM (highest dose often 46.1 µM), for inactives: at the highest dose activity change, negative = cytotoxic, actives largely listed as cytotoxic | actives 1.4% (n = 400,000) | AID 1347075; also: potency is read from the fitted curve at half-maximal effect; % is scaled to controls: 0 for no effect and ±100 for the full control effect; nearly all actives have a fitted effect of over 60% in size
#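 KB-3-1 parental drug-naive adenocarcinoma cells in DMEM/10% FBS, incubated 72 h at 37 C with pin-transferred compounds across a concentration series. Viability by CellTiter-Glo luminescence; concentration-response curves fitted after normalization.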
# SW480 rereplic: induces DNA re-replication in SW480 colon adenocarcinoma cells | SW480 DNA re-replication, Hoechst DNA content imaging, 48 h | Potency, µM (titrated, usually from 46.1 µM), inactives show at the top dose re-replication activation, usual class: activators | actives 1.8% (n = 340,000) | AID 624297; also: potency is read from the fitted curve at half-maximal effect; % of control where 0% means no effect; nearly all actives have a fitted effect of over 55% in size
#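 250 cells/well; 23 nL cpd via pin tool; 48 hr, 37 C, 5% CO2; Hoechst 40 min; imager read of total nuclear intensity, ex 405/em 500-530 nm.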
# WRN inhibitor: WRN helicase (human) inhibition | Q14191 | WRN helicase unwinding, fluorescent forked duplex, kinetic | Potency, µM (highest dose often 114 µM), for inactives: at the highest dose activity change, negative = inhibition, most hits filed as inhibitors | actives 0.46% (n = 360,000) | AID 651768; also: potency is read from the fitted curve at half-maximal effect; % is scaled to controls: 0 for no effect and ±100 for the full control effect; nearly all actives have a fitted effect of over 55% in size
#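 Primary qHTS, 1536-well format. 20 nM WRN + compound, 15 min RT; start with 100 nM forked fluorophore/quencher duplex, 2 mM ATP (final); kinetic read ex 525/em 598 nm.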
# IL-1B inflam inh: inflammasome signaling inhibition, IL-1 beta readout | actives 4.7% (n = 360,000) | AID 743279 | THP-1 LPS/ATP IL-1B secretion, AlphaLISA, 16 h; hits give low values | activity change, % at 57.5 µM; in the data active = activity change below about -50%; inconclusive = mostly about -30% to -49%; also: % is scaled to controls: 0 for no effect and ±100 for the full control effect
#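 THP-1 cells pretreated 1 hr with compounds (up to 57.5 uM final), then stimulated with LPS (250 ng/mL final) plus ATP (1.25 mM final); secreted IL-1B measured by AlphaLISA after 16 hr, decreased signal indicating inhibition.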
# HT1080NT lethal: kills 2HG-producing HT-1080-NT fibrosarcoma cells; HT-1080-NT fibrosarcoma viability, CellTiter-Glo ATP luminescence, 48 h; Potency, µM (series often up to 46.1 µM), inactives show at the highest dose activity, negative = less viability, hits mostly cytotoxic; actives 1.6% (n = 360,000); AID 686970;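 also: NT is the 2HG producing partner of a matched IDH1 knockdown line; potency is read from the fitted curve at half-maximal effect; 0% = DMSO-treated cells and -100% = media-only wells without cells; nearly all actives have a fitted effect of over 55% in size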
#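 Luminescent CellTiter-Glo readout after 48 hours of compound exposure at 37 degrees C defined viability of HT-1080-NT cells. Activity was normalized to DMSO wells and cell-free media wells; concentration-response curves were fitted and assigned curve classes.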
# MCF10A rereplic: induces DNA re-replication in MCF 10a normal breast cells; MCF 10A DNA re-replication, Hoechst nuclear intensity, 48 h; Potency, µM (titrated, usually from 46.1 µM), inactives show at the highest dose activity, positive = re-replication, hits mostly activators; actives 2.9% (n = 350,000); AID 624296; also: potency is read from the fitted curve at half-maximal effect; % of control where 0% means no effect; nearly all actives have a fitted effect of over 50% in size
# KB-V1 MDR tox: kills drug-selected multidrug resistant KB-V1 cells | KB-V1 MDR cells viability, CellTiter-Glo, 72 h | Potency, µM (titrated, usually from 46.1 µM), inactives show at the highest dose activity change, negative = cytotoxicity, most hits filed as cytotoxic | actives 3.4% (n = 400,000) | AID 1347076; also: potency is read from the fitted curve at half-maximal effect; % is scaled to controls: 0 for no effect and ±100 for the full control effect; nearly all actives have a fitted effect of over 60% in size
#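 KB-V1 cells (P-gp-expressing MDR subline of KB-3-1) in phenol-red-free DMEM with 10% FBS were exposed to library compounds over a concentration series for 72 h at 37 degrees C. Viability read by CellTiter-Glo luminescence; concentration-effect curves fitted after normalization.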
# HT1080 IDH1KD tx: HT-1080 IDH1 knockdown cell toxicity (counter line) | HT-1080 IDH1 knockdown viability, ATP luminescence, 48 h | Potency, µM (highest dose often 46.1 µM), for the others: at the top dose activity, negative = toxicity, actives largely listed as cytotoxic | actives 2% (n = 360,000);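 also: potency is read from the fitted curve at half-maximal effect; 0% = DMSO wells and -100% = cell-free medium wells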
#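 HT-1080-IDH1KD cells (IDH1 knocked down), 750/well in RPMI with 5% FBS, treated with compound 48 h at 37 degrees C. Viability by CellTiter-Glo luminescence, normalised to DMSO and no-cell wells; concentration-response curves classed.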
# Starred values were filed as active, the others as inactive; ? = inconclusive; / = not tested or not shown; & = joins results of further samples; [ ] = remark or other dose. Unless noted, calls follow the shape of the dose curve; as a rule, active = well fitted curve in the direction sought with a large enough effect; inconclusive = small, poorly fitted or top-dose-only effect, or another doubt; inactive = no such curve, though single readings can be large; an effect the other way counts as inactive or inconclusive.
Structure,ATXN2 expr inh,KB-3-1 tox,SW480 rereplic,WRN inhibitor,IL-1B inflam inh,HT1080NT lethal,MCF10A rereplic,KB-V1 MDR tox,HT1080 IDH1KD tx
COc1ccc(Cl)cc1S(=O)(=O)Nc1cccc(C(=O)O)c1,-13%,-4%,3%,1%,-1,-16%,6%,-1%,-8%
CCc1ccccc1Nc1nc(N)nc(COC(=O)C2=COCCO2)n1,149%[activator],-16%,6%,7%,-19,-15%,-8%,0%,-13%
CCCOc1ccc(OCC(=O)c2[nH]c(C)c(C(C)=O)c2C)cc1,-16%,?,17%,-11%,9,-12%,47%,2.9µM*,?
Nn1c(SCC(=O)Nc2ccc(S(=O)(=O)N3CCCC3)cc2)nnc1C(F)(F)F,0%,-7%,1%,4%,-22,-4%,-1%,-30%,3%
C/C(N)=C(/C#N)C(=O)CSc1nnc(-c2ccc(OC(F)F)cc2)o1,76%&34%[activator],-1%&-8%,-1%&-4%,-5%&-16%,-14&17,-2%&2%,-17%&26%,-8%&-23%,?
COC(=O)Cn1c(=NC(=O)C2COc3ccccc3O2)sc2cc(S(N)(=O)=O)ccc21 (centres undefined),-5%,0%,1%,-9%,-52*,-4%,-5%,11%,-4%
COc1ccccc1NC(=O)CCS(=O)(=O)c1cc2c(cc1Cl)NC(=O)CO2,8%,-14%,-1%,-9%,-3,17%,-1%,?,20%
Cc1cc(NC(=O)Cn2c(=O)oc3ccccc32)no1,1%,0%,7%,2%,-2,2%[9.24 µM],2%,0%,0%
COC(=O)c1ccc(NCc2c(O)ccc(O)c2Br)cc1Cl,?,1%,?,50µM*,-119*,-12%,?,8%,-24%
O=C(NCc1ccncc1)C(=O)Nc1nc(C23CC4CC(CC(C4)C2)C3)cs1,-18%,-3%,7%,-5%,0,0%,?,0%,-8%
COc1ccccc1NC(=O)CSc1nc(=O)n(CCN(C)C)c2c1CCCC2,5%,-4%,14%,3%,-24,0%,1%,-25%,10%
O=C(Nc1ccc(O)c(-c2nc3ccccc3s2)c1)c1cccs1,-5%,1%,2%,6%,25,-11%,5%,-26%,-9%
COc1ccc(CCNC(=O)c2nnn(CC(=O)Nc3ccccc3C)c2N)cc1OC,3%,4%,-5%,-8%,253,-1%,17%,6%,-2%
O=C(Nc1ccc(N2CCOCC2)cc1)c1cccc2c(Br)cccc12,-26%,-8%,-2%,5%,4,25%,11%,-11%,9%
O=C(NCc1cccnc1)c1cc(C2CCCCN2C(=O)c2ccc(Cl)cc2)on1 (centres undefined),-12%,0%,/,1%,3,8%,/,-6%,-6%
COc1ccc(S(=O)(=O)NCC2CCC(C(=O)NCc3ccc(F)cc3)CC2)cc1 (centres undefined),/,0%,0%,-3%,0,-18%,16%,-4%,10%
O=C(NCCc1ccc(F)cc1)C1CCCCC1,17%,-4%,?,5%,0,21%,17%,-9%,9%
CCC(=O)c1c[nH]c(C(=O)NCc2cccnc2)c1,0%,-1%,-6%,-2%,14,5%,-1%,-1%,22%
FC(F)(F)c1ccccc1NC(=S)N/N=C1\CC2CC=CC12 (centres undefined),3%,0%,19%,-1%,40,?,?,-17%,?
CC(C)(C)N(Cc1ccccc1)C(=O)c1cc2ccccc2o1,/,5%,7%,-5%,5,3%,-5%,18%,3%
O=[N+]([O-])c1ccccc1S(=O)(=O)N1CCc2ccccc2C1,-14%,?,-13%,-5%,-24,5%,25%,13%,13%
O=C(Oc1cccc2cccnc12)c1cccc([N+](=O)[O-])c1,5%,-14%,?,-20%,-99*,?,?,?,?
COc1cc(OC)cc(C(=O)NCC(=O)OC(C)C(=O)NC(C)C2CC3CCC2C3)c1 (centres undefined),-1%,14%,-4%,-1%,3,4%,-1%,-10%,12%
COC(=O)c1ccc(Oc2nc(C(N)=O)cc(-c3ccccc3)n2)cc1,-40%,-9%,20%,-15%,0,-19%,17%,-3%,-10%
CCOc1cc(/C=N/NC(=O)c2cccnc2)ccc1OCc1ccc(C(=O)OC)o1,3%,6%,-7%,-12%,20,6%,6%,25%,7%
COc1ccc(CNC(=O)c2onc(C)c2Cl)cc1,11%,4%,-10%,5%,25,1%,0%,0%,6%
CCOC(=O)C1=CN(Cc2cccc(F)c2)S(=O)(=O)N(C)C1c1ccccc1 (centres undefined),-4%,0%,6%,-11%,0,7%,-2%,0%,1%
O=C(N/N=C/c1cc([N+](=O)[O-])ccc1O)c1c[nH]c2ccccc12,14µM*,?,8%,8%,209,?,12%,?,15µM*
O=C(CN(Cc1ccccc1Cl)C(=O)c1ccc(CN2CCOCC2)o1)NCC1CCCO1 (centres undefined),-11%,16%,-3%,1%,?,14%,0%,2%,6%
COc1ccc(N2CCN(C(=O)c3ccc(-c4nc5ccccc5s4)o3)CC2)cc1,22%,9%,-9%,-9%,44,-3%,-1%,0%,-2%
Cc1cccc(-c2ccc(C=Nc3c(C)n(C)n(-c4ccccc4)c3=O)o2)c1,?,23%,14%,-4%,23,12%,2%,12%,16%
CC1CN(C(=O)c2scc3c2OCCO3)CC(C)O1 (centres undefined),-5%,-11%,-10%,6%,1,7%,1%,24%,1%
O=S(=O)(c1ccc(Br)s1)N1CCc2ccccc2C1,-8%,7%,0%,-9%,-10,0%,5%,?,0%
Cc1cc(CSc2ccccc2)ccc1NC(=O)c1ccc(CN2CCOCC2)cc1,?,?,?,-13%[57.1 µM],29,-3%,-2%,?,?
C[C@@H]1CN([C@H](C)CO)C(=O)CCCn2nncc2CO[C@H]1CN(C)Cc1ccccc1C(=O)O,12%,23%,/,6%,0,12%,/,17%,5%
O=S1(=O)CCN(Cc2cccnc2)CC1,/,-5%,/,-1%,11,-2%,/,3%,2%
Cc1ccc(C)c(S(=O)(=O)NCC(=O)Nc2sc3c(c2C(N)=O)CCC(C)C3)c1 (centres undefined),-5%,?,17%,2%,26,?,?,?,-5%[9.24 µM]
COc1ccccc1C(C)NC(=O)c1ccc(NC(=O)CC2SC(N3CCCC3)=NC2=O)cc1 (centres undefined),15%,-7%,-6%,2%,0,4%,0%,16%,1%
CCNS(=O)(=O)c1ccc(NC(=O)c2cc(C(F)(F)F)nn2C)cc1,-10%,-15%,-12%,-6%,-28,-2%,2%,1%,0%
CSCc1cc(N(C)C)nc(SCc2ccc(Cl)cc2Cl)n1,1%,0%,?,-22%,-7,?,-2%,?,?

# Record cards, from the list above. Order of values: ATXN2 expr inh, KB-3-1 tox, SW480 rereplic, WRN inhibitor, IL-1B inflam inh, HT1080NT lethal, MCF10A rereplic, KB-V1 MDR tox, HT1080 IDH1KD tx
# Profile of `COC(=O)c1ccc(Oc2nc(C(N)=O)cc(-c3ccccc3)n2)cc1` = -40%, -9%, 20%, -15%, 0, -19%, 17%, -3%, -10%
# Profile of `Nn1c(SCC(=O)Nc2ccc(S(=O)(=O)N3CCCC3)cc2)nnc1C(F)(F)F` = 0%, -7%, 1%, 4%, -22, -4%, -1%, -30%, 3%

# The list goes on:
Structure,ATXN2 expr inh,KB-3-1 tox,SW480 rereplic,WRN inhibitor,IL-1B inflam inh,HT1080NT lethal,MCF10A rereplic,KB-V1 MDR tox,HT1080 IDH1KD tx
Cc1ccc(C(=O)C(C)OC(=O)C2CCN(c3ccc(C(F)(F)F)cn3)CC2)cc1 (centres undefined),-8%,-1%,-5%,-8%,13,0%,22%,-23%,1%
CCOC(=O)C1CCCN(c2nc3ccccc3nc2C(C#N)C(=O)NCc2ccccc2)C1 (centres undefined),-10%,18%,?,-27%[57.1 µM],-5,2%,?,?,-1%
O=C(CCOc1ccccc1)NCC(c1ccco1)N1CCCCC1 (centres undefined),-4%,-8%,-5%,11%,1,7%,6%,?,7%
COc1ccc(-c2noc(CNC(=O)CCN3C(=O)[C@H]4CC=CC[C@H]4C3=O)n2)cc1,-5%,2%,-12%,-3%,-17,0%,5%,-12%,-4%
CC(C)NC(=O)C1(c2ccccc2)CCOCC1,-14%,11%,1%,8%,-4,-3%,-3%,-3%,-1%
Cc1c(OCC(=O)NCC2CCC(C(=O)NCCCO)CC2)ccc2c(-c3ccccc3)cc(=O)oc12 (centres undefined),6%,?,1%,2%,-9,-2%,-2%,?,-1%
Cn1c(=O)[nH]c(=O)c2c1nc(N1CCNCC1)n2Cc1ccccc1,0%,9%,?,-6%,13,5%,0%,0%,10%
CN1CCC(=NNC(=O)c2cn(-c3ccccc3)nc2-c2ccccc2)CC1,/,-2%,17%,-1%,-13,0%,?,0%,-12%
Nc1cc(=O)[nH]c(=O)n1CCCc1ccccc1,5%,8%,9%[1.84 µM],-7%[57.1 µM],4,6%,9%,?,6%
CCOP(=O)(OCC)C(Cc1ccc(OC)c(OC)c1)N=C(c1ccccc1)c1ccccc1 (centres undefined),-12%,-14%,/,3%[57.1 µM],-11,-11%,/,15µM*,-14%
CCOC(=O)c1nn(-c2ccccc2)c(C#N)c1N,7%,2%,-1%,-3%,-20,17%,1%,-29%,-1%
Cc1cc(NC(=O)CSc2nc(-c3ccccc3)nc3c2c(=O)n(C)c(=O)n3C)no1,6%,-10%,-4%,4%,-15,6%,-3%,-5%,1%
COc1ccccc1N1CCN(C(=O)c2cccs2)CC1,1%,11%,-2%,-5%,-14,5%,2%,2%,-1%
CN1CCC(=O)N([C@H](CSc2ccccc2)c2ccccc2)CC1,12%,5%&-19%,-1%[9.22 µM],10%,4,0%,1%,?,-3%
COc1ccc(Cl)cc1NC(=O)COC(=O)c1ccc(C)o1,/,2%,-1%,-10%,20,5%,2%,?,0%
